Compound activity deposited in PubChem by National Center for Advancing Translational Sciences (NCATS).
B2AR arrestin = recruits beta-arrestin to the human beta2-adrenergic receptor. P07550. beta-arrestin recruitment to beta2AR, cell-based reporter. Potency, µM (titrated, usually from 46.1 µM), for the others: at the top dose activation, actives largely listed as activators. 330,000 tested, 0.02% active. AID 492947;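 note: potency is the fitted concentration of half-maximal effect; 0% = DMSO controls and full agonism = EC100 isoproterenol or metaproterenol; nearly all actives have a fitted effect of over 65% in size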
PKM2 activator = activators of human pyruvate kinase M2. purified PKM2, Kinase-Glo ATP luminescence, activation; response scale: 0% is enzyme alone, no compound. P14618. Potency, µM (highest dose often 57.5 µM), inactives show at the highest dose activation, most hits filed as activators. 260,000 tested, 0.34% active; note: potency is the fitted concentration of half-maximal effect; % is set by controls: 0 for no effect and ±100 for the full control effect; nearly all actives have a fitted effect of over 55% in size
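hPK-M2, >95% pure; 0.1 mM ADP / 0.5 mM PEP final; imidazole pH7.2 buffer w/ 7 mM MgCl2, 50 mM KCl; 1 h RT; Kinase-Glo lum. Intermediate enzyme activity for dual inhibitor/activator qHTS.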
Giardia killer = kills Giardia lamblia. Giardia lamblia trophozoite viability. activity change, % at 7.66 µM, hits read low. 340,000 tested, 0.15% active. AID 540267; in the data active = activity change below about -80%; inconclusive = between about -30% and that limit;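 note: parasites exposed to compound for two days anaerobically before the ATP read; % is set by controls: 0 for no effect and ±100 for the full control effect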
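Media and compound were dispensed first, then trophozoites at 100 cells/well; plates sat 48 hrs at 37 deg C without oxygen before ATP luminescence reagent was added and read after 15-30 min at room temperature.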
GALK inhibitor = inhibitors of human galactokinase. P51570. Purified GALK, Kinase-Glo residual ATP luminescence. Potency, µM (series often up to 57.5 µM), for inactives: at the highest dose activity change, negative = inhibition, hits mostly inhibitors. 270,000 tested, 0.007% active. AID 1868; note: potency is the fitted concentration of half-maximal effect; % is set by controls: 0 for no effect and ±100 for the full control effect
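Human GALK (5 nM) with 35 uM ATP and 100 uM galactose in 20 mM HEPES pH 8.0, 5 mM MgCl2, 60 mM NaCl, 1 mM DTT, 0.01% BSA. After 1 h at room temperature, leftover ATP was read by Kinase-Glo Plus luminescence.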
TRPV1 agonist = agonists of human vanilloid receptor 1 (TRPV1); Q8NER1; 320,000 tested, 0.19% active; TRPV1-expressing cells, Fluo-8 calcium influx, agonist mode; AID 540275; activation, % at 8.33 µM; in the data active = activation above about 80%; inconclusive = between about 30% and that limit; note: 0% is about no effect
Target sequence (Q8NER1 whole entry, looked up): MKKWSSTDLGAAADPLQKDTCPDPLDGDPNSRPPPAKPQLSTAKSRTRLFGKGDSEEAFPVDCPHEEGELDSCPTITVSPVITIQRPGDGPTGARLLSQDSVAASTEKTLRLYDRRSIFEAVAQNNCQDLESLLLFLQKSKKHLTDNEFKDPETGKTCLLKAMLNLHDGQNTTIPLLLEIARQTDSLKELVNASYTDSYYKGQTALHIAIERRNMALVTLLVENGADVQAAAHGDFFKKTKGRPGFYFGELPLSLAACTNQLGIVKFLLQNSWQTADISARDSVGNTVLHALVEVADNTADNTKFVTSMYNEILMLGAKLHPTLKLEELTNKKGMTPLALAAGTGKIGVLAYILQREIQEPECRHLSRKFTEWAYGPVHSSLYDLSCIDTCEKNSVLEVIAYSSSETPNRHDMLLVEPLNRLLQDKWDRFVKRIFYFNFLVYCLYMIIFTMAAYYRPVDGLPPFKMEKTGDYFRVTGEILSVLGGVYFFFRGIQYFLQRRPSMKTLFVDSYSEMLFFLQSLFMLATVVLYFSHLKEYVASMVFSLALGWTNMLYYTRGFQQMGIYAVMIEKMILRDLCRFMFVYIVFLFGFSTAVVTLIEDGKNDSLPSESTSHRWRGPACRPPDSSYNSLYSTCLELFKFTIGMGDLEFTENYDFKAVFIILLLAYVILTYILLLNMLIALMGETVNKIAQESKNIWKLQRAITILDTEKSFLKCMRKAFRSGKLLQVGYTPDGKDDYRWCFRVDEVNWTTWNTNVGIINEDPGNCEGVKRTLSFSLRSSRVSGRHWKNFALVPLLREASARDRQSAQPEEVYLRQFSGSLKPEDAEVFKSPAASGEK
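TRPV1-expressing cells were cultured overnight at 35.5C and loaded with Fluo-8 calcium dye for 40 to 90 min at room temperature. After a 10 s baseline, compound was added and calcium influx was read kinetically for 3 min (ex 480/em 520 nm).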
Coupling enz = counter-screen for Giardia aldolase inhibitors: coupling enzyme system. 290,000 tested, 0.67% active. activity change, negative = inhibition, % at 58.2 µM, hits read low. coupling enzyme system counterscreen, AmpLite Red fluorescence; in the data active = activity change below about -30%; note: % is set by controls: 0 for no effect and ±100 for the full control effect
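First, compound is pin-transferred into glyceraldehyde-3-phosphate coupling-enzyme reagent at 57.5 uM final and held 10 min at RT. Next, substrate, coupling system and AmpLite Red are added. After 20 min RT, fluorescence (525/598 nm) is read.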
CXXC DNA block = inhibitors of human MLL CXXC domain-DNA interaction; MLL-CXXC / FITC-HOXA9 DNA fluorescence polarization; Q03164; Potency, µM (titrated, usually from 115 µM), for the others: at the top dose activity change, negative = inhibition, most hits filed as inhibitors; 290,000 tested, 0.037% active; active = well fitted inhibition curve with a large enough effect in the polarisation, with a control signal flat, not every such curve was filed as active; inconclusive = small, poorly fitted or top-dose-only effect, or effect the other way, or a change in a side signal; inactive = no such curve, though single readings can be large or run the other way; the % refers to the polarisation; note: potency is the fitted concentration of half-maximal effect
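Purified MLL-CXXC (added from a 7 uM solution) was preincubated 5 min at ambient with pinned compounds in 50 mM Tris-HCl pH 7.5, 50 mM NaCl, 1 mM DTT, 0.05% BSA. Fluorescein-labeled HOX-A9 DNA (50 nM solution) followed, 30 min, then polarization read.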
Menin MLL FP TR = displaces Texas Red mutant MLL peptide from human menin; AID 1768; Menin + Texas Red MLL mutant peptide, fluorescence polarization; 270,000 tested, 0.23% active; O00255; Potency, µM (highest dose often 61.6 µM), inactives show top-dose FP activity change, negative = inhibition, actives largely listed as inhibitors; active = well fitted inhibition curve with a large enough effect in the polarisation, with a control signal flat, not every such curve was filed as active; inconclusive = small, poorly fitted or top-dose-only effect, or effect the other way, or a change in a side signal; inactive = no such curve, though single readings can be large or run the other way; the % refers to the polarisation; note: potency is the fitted concentration of half-maximal effect; % of control where 0% means no effect; many of its hits are not listed in these tables
KCNH2 WT inh = blocks the wildtype human KCNH2 potassium channel. Q12809. AID 720551. activity change, % at 1.84 µM. 340,000 tested, 0.37% active. U2OS, BacMam KCNH2, thallium flux FluxOr; stronger effect = lower value;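 active = maximum activity change below -70%; inconclusive = maximum activity change between -70% and -50%; inactive = maximum activity change above -50%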; note: % is set by controls: 0 for no effect and ±100 for the full control effect
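U2OS cells were transduced with wild-type KCNH2 virus (2.03 x 10^8 / mL) for 4 h at room temperature, then cultured overnight at 37 C. Thallium flux was read with FluxOr dye. Rate constants were normalized to DMSO controls.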
USP2a block = inhibitors of human ubiquitin-specific protease USP2a | O75604 | USP2 core, Ub-CHOP2 coupled fluorogenic reporter, 485/531 | Potency, µM (titrated, usually from 38.3 µM), inactives show at the top dose activity change, negative = inhibition, hits mostly inhibitors | 330,000 tested, 0.01% active | AID 463254;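 note: potency is the fitted concentration of half-maximal effect; plate controls were DMSO wells for no effect and full inhibition by NEM control for full effect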
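USP2 core (10nM final) preincubated 30min RT with compound in 20mM Tris-HCl pH 8.0, 2mM CaCl2, 2mM beta-mercaptoethanol, 0.05% CHAPS; 25nM Ub-CHOP2 plus 25nM reporter substrate added, fluorescence (Ex485/Em531) read after 60min.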
KCNH2 3.1 block = inhibitors of human KCNH2 3.1 potassium channel isoform; AID 720553; U2OS KCNH2 3.1, thallium flux FluxOr; stronger effect = lower value; 340,000 tested, 0.95% active; activity change, % (tested at about 1.8 µM);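 active = maximum activity change below -70%; inconclusive = maximum activity change from -70% to -50%; inactive = maximum activity change above -50%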;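 note: thallium influx rate constant from kinetic fluorescence after stimulation buffer; % is set by controls: 0 for no effect and ±100 for the full control effect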
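Normalized rate constant (relative to positive and negative DMSO controls) derived from a 2 min kinetic fluorescence read after stimulation; U2OS cells expressing the 3.1 isoform via virus at 1.77 x 10^8 /mL.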
* hit, by the source's call; ? = inconclusive; · = no result given; & = joins results of further samples; [ ] = remark or other dose. Unless noted, calls come from the whole dose curve; as a rule, active = well fitted curve in the direction sought with a large enough effect; inconclusive = small, poorly fitted or top-dose-only effect, or another doubt; inactive = no such curve, though single readings can be large; an effect the other way counts as inactive or inconclusive. A portion of the library; count on the stated rates, not on these rows.

SMILES	B2AR arrestin	PKM2 activator	Giardia killer	GALK inhibitor	TRPV1 agonist	Coupling enz	CXXC DNA block	Menin MLL FP TR	KCNH2 WT inh	USP2a block	KCNH2 3.1 block
O=C(COc1coc(CN2CCN(c3ccc(F)cc3)CC2)cc1=O)NC1CCCC1	0.3%	·	6	·	-1	·	·	·	5	-1%	-23
CCOc1nc(-c2ccc(Cl)cc2)nc2ccccc12	0.1%	4%	-4	3%	4	4	-6%	-17%	21	1%	1
COc1ccc(C2CC(=O)Oc3ccc(C(C)(C)C)cc32)cc1 (stereo not given)	0.4%	4%	-27	·	?	0&0	-1%	-3%	-22	1%	-29
C/C(=N\Nc1ccc2nncn2n1)c1ccc(Cl)s1	-0.1%	-5%	-25	1%	115*	4	2%	·	1	-1%	-2
COc1ccc(NC(=O)CSc2n[nH]c(-c3ccncc3)n2)cc1Cl	0.0%	·	0	·	·	·	·	·	9	1%	3
COc1ccc(S(=O)(=O)Nc2c3ccccc3nc(=O)n2-c2ccccc2)cc1	-0.4%	0%	-19	-1%	2	1	17%	-17%	47	0%	-1
COc1cccc(OCC(O)CN2CCN(C)CC2)c1 (stereo not given)	-0.1%	·	-2	·	-6	0	-5%	8%	1	0%	-5
CSc1cccc(NC(=O)C(C)Sc2ccc(C)cc2)c1 (stereo not given)	0.1%	4%	7	-3%	?	-5	-2%	0%	-1	2%	-1
N=c1c(C(=O)NC2CCCCC2)cc2c(=O)n3ccccc3nc2n1Cc1ccco1	-0.1%	·	-15	0%	23	-1	0%	·	13	2%	-19
O=C(Nc1cccc(S(=O)(=O)Nc2ccccc2F)c1)c1ccco1	0.3%	·	-6	·	·	·	·	·	26	5%	2
COc1cccc(NC(=S)N2CCN(S(C)(=O)=O)CC2)c1	0.3%	-7%	6	-4%	0	·	1%	·	-4	2%	-3
COc1nccc(C(F)(F)F)c1C(=O)Nc1ccc(Cl)cc1	-0.9%	0%	-5	-4%	·	-2	-3%	·	2	2%	0
COc1ccc(OCc2n(CC(=O)OC3CC(C)CCC3C(C)C)c3ccccc3[n+]2C)cc1 (stereo not given)	-0.5%	7%	-1	·	9	0	-19%	·	?	-2%	-1
O=S1(=O)N=C(Oc2ccccc2)c2ccccc21	0.0%	3%	1	1%	1	-2	1%	-2%	-2	-2%	-6
S=C(NCc1ccccn1)Nc1ccc(Br)cc1Cl	-0.2%	11%	2	-1%	10	0	2%	-1%	1	-1%	-3
CC(=O)Nc1nc(-c2ccc3c(c2)OCO3)cs1	-2.4%	-5%	-7	6%	?	5	-2%	·	-13	1%	7
CCS(=O)(=O)N1CCN=C1SCc1ccccc1	0.2%	·	0	-4%	4	·	-6%	·	-6	1%	-17
COc1cccc(-c2c(C(=O)N/N=C/c3ccco3)nnn2-c2nonc2N)c1	0.3%	-2%	-1	-3%	-2	-6	-4%	9%	0	-2%	3
CCOc1ccccc1NC(=O)CCn1ccnc1	-0.6%	·	22	0%	-1	0	-11%	9%	0	5%	13
Cc1ccc(OCCNc2ccc(C(F)(F)F)cc2[N+](=O)[O-])cc1	-0.6%	-4%	0	·	23	-1	17%	5%	-18	3%	1
CCOC(=O)Cc1cnc(NC(=O)CSc2nc(C)c(CC)c(=O)[nH]2)s1	-0.2%	-5%	19	3%	0	4	5%	-2%	-1	-1%	11
CCCNC(=O)c1cccc(C(F)(F)F)c1	-0.2%	-3%	1	0%	0	1	4%	-5%	-2	-1%	3
O=c1nc2c(-c3ccccc3F)n[nH]n2c2ccccc12	-0.4%	-10%	-10	-4%	·	-2	-17%	·	-7	4%	0
CC1CC(OCC(O)CN2CCN(Cc3ccccc3)CC2)CC(C)(C)C1 (stereo not given)	-1.0%	-6%	1	-3%	7	3	1%	1%	29	4%	-15
CC(C)(C)CN1CCNC[C@H]1Cc1ccc(O)cc1	-0.2%	·	2	·	0	·	·	·	-11	2%	-10
Next results follow.
SMILES	B2AR arrestin	PKM2 activator	Giardia killer	GALK inhibitor	TRPV1 agonist	Coupling enz	CXXC DNA block	Menin MLL FP TR	KCNH2 WT inh	USP2a block	KCNH2 3.1 block
Cc1ccc(C)c(C(C)NC(=O)C2CCCO2)c1 (stereo not given)	0.4%	-3%[11.5 µM]	6	-4%	1	0	14%	-29%	12	1%	13
Nc1c(Cl)cc(Cl)cc1C(=O)OCC(=O)N1CCCC1=O	-0.1%	·	-10	·	-1	·	·	·	-1	-1%	2
COc1cc(C(=O)NCCCc2nc3ccccc3n2Cc2cc(C)ccc2C)cc(OC)c1OC	0.8%	-20%	-1	·	1	2	5%	-1%	7	-13%	17
CCN(CC)CC(O)Cn1c(-c2cccc(Cl)c2)nc2cc(C)c(C)cc21 (stereo not given)	0.5%	0%	-6	13%	3	1	-2%	·	19	0%	-3
CCc1nccn1C(=O)c1cnn2c(C(F)F)cc(-c3ccc(C)cc3)nc12	-0.1%	6%	13	0%	0	1	?	24%	-1	2%	1
CCN1CCCC1CNC(=O)c1ccc(Sc2ccc(F)cc2)c([N+](=O)[O-])c1 (stereo not given)	-0.9%	-3%	-11	5%	4	3	-5%	?	-8	0%	-10
Cc1cccc(OCC(=O)NCC(c2ccco2)N2CCCC2)c1 (stereo not given)	-0.6%	·	0	·	1	·	·	·	2	0%	13
COc1ccccc1C(=O)Nc1c2c(nn1-c1cccc(C)c1C)CS(=O)C2 (stereo not given)	-0.5%	-1%	4	-1%	0	5	-2%	-17%	-1	1%	7
O=C(Nc1ncc2c(n1)-c1ccccc1CC2)c1cccc(Cl)c1	-0.6%	4%	15	-3%	·	-4	-1%	·	1	-1%	-2
CC1CCCC(C)N1C(=O)COC(=O)Cn1cnc2c1c(=O)n(C)c(=O)n2C (stereo not given)	-0.8%	·	-2	·	-1	·	·	·	8	1%	-1
C=CCSc1nnc(-c2cnn(-c3ccccc3)c2-n2cccc2)n1C	0.0%	-8%	-2	0%	3	4	-21%	0%	10	-10%	8
C/C(=N/OCC(=O)NCCCCCCNC(=O)CO/N=C(/C)c1cccs1)c1cccs1	2.5%	-3%	19	-2%	8	-2	-11%	-12%	-2	1%	-17
O=C(Nc1ccon1)Nc1ccc(Cl)cc1Cl	3.1%	1%	14	-3%	-2	3	4%	19%	-6	0%	23
CCOc1cc(/C=C2\SC(N)=NC2=O)ccc1O	-0.7%	-4%[11.5 µM]	-3	-7%	-1	-1	10%	-15%	-2	2%	15
CN(C(=O)CCl)C1CCCc2ccccc21 (stereo not given)	-0.2%	-3%	12	11%	-1	-3	-6%	-15%	-5	-1%	-10
CCOC(=O)CCc1c(C)c2ccc(OC(C)C(=O)OCC)c(C)c2oc1=O (stereo not given)	·	14%	-4	5%	0	0	6%	-1%	-15	·	26
Cc1ccc(C(=O)Nc2ncc(C)s2)s1	-0.1%	-16%	?	-2%	?	-13	3%	47%[activator]	-8	0%	-6
O=C(CSC1=NCCS1)NC1CCCCC1	·	-7%	14	7%	2	2	-4%	-19%	-11	·	5
CC(/C=N/n1cnnc1)=C\c1ccco1	-0.2%	14%	0	-4%	1	-2	-2%	9%	2	-2%	-2
O=C(CCl)Nc1ccccc1C(=O)Nc1ccc2c(c1)OCO2	-0.8%	8%	-7	-2%	2	-4	4%	·	13	-1%	1
O=C(COC(=O)/C=C/c1ccccc1Cl)NC(=O)Cc1ccccc1	-1.0%	-1%	7	1%	-2	4	-17%	-6%	-2	2%	-2
O=C(CSc1ncnc2c1oc1ccccc12)NC1CCCCC1	-1.7%	-2%	-2	3%	1	2	4%	1%	5	4%	20
O=C(COC(=O)C1CCC(=O)N1)Nc1ccccc1Br (stereo not given)	-0.2%	0%	0	-1%	0	1	18%	-4%	3	0%	-21
COc1ccc(-n2nnnc2S(=O)(=O)CC(=O)N2CCCCC2)cc1	0.0%	7%	3	2%	3	3	26%	-2%	9	-2%	14
Cc1cccc(-c2nc3c(c(SCC(=O)N4CCOCC4)n2)Cc2c(CO)cnc(C)c2O3)c1	0.2%	·	6	-9%	-8	·	-3%	·	-2	3%	16
Cn1c(SCc2ccccc2[N+](=O)[O-])nnc1-c1cccnc1	-0.2%	-4%	-2	4%	6	-2	24%	4%	1	1%	0
O=C(NCCCn1ccnc1)/C(=C\c1cccs1)NC(=O)c1ccco1	-1.7%	-2%	-15	5%	-4	0	11%	-5%	-15	-1%	-48
CCN(CC)S(=O)(=O)c1cccc(NC(=O)c2ccc(-n3nc(C)cc3C)cc2)c1	-0.9%	2%	-20	1%	3	0	0%	15%	-2	3%	1
C[C@]12CC[C@@H]3c4ccc(O)cc4CC[C@H]3[C@@H]1C[C@@H](O)[C@@H]2O	-0.5%	1%	6	·	1	3	5%	2%	3	1%	-2
